Source: PubChem BioAssay (The Scripps Research Institute Molecular Screening Center)
CHO parental Ca: ATP-evoked calcium signal inhibitors, parental CHO, primary screen, counter-screen for OX1R antagonist project, cell-based, fluorescence, Fluo-8 calcium dye. parental CHO-K1, ATP-induced calcium, Fluo-8 fluorescence. inhibition, % at 5.6 µM. 330,000 compounds, 0.63% hits. AID 463079, 2010;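 active = inhibition above that plate's mean sample inhibition plus 3 SD, cut at about 26% in these data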;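 also: 0% = ATP-challenged DMSO wells and 100% = DMSO wells without ATP; some compounds past the cut are filed as inactive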
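Assay system: untransfected parental CHO cell line. Also added: ATP agonist challenge. Dosing: one dose, 5.6 µM nominal. Measured by: Fluo-8 fluorescence. Read-out: % inhibition. Benchmarks: ATP wells versus no-ATP DMSO wells. Repeats: no replicates.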
OXTR agonist: human OXTR agonists, primary screen, fluorescence, CHO-OTR cells, Fluo-8 calcium. activation, % at 3 µM. Fluo-8 calcium fluorescence; normalized: DMSO 0%, oxytocin 100%. 320,000 compounds, 0.32% hits;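 active = activation above the mean of all tested compounds plus 3 SD, cutoff set per screening run, cut at about 20% in these data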;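 also: peak over basal fluorescence ratio from a 100 s FLIPR kinetic read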
Target sequence (P30559 whole entry, looked up): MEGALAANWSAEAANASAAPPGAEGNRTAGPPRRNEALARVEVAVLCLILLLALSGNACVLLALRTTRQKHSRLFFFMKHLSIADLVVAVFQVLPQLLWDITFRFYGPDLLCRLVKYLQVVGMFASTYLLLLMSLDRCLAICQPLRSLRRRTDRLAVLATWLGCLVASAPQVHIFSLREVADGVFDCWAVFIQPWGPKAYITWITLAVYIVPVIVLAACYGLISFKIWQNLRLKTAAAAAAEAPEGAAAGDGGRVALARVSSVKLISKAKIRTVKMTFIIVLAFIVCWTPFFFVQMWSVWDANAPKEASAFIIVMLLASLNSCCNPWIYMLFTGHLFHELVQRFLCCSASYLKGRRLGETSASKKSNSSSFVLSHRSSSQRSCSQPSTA
GPR7 antagonist: GPR7 receptor antagonists, primary screen, cell-based, fluorescence, single concentration; AID 1861, 2009; Neuropeptides B/W receptor type 1 (Homo sapiens), P48145; GPR7-expressing cells, fluorescence antagonist assay; inhibition, % at 4.4 µM; 290,000 compounds, 1.1% hits; in the data active = inhibition above about 16%, passing the limit was not always enough;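 also: cells stimulated with the agonist NPW; 0% = agonist with vehicle and 100% = vehicle without agonist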
Target sequence (P48145 whole entry, looked up): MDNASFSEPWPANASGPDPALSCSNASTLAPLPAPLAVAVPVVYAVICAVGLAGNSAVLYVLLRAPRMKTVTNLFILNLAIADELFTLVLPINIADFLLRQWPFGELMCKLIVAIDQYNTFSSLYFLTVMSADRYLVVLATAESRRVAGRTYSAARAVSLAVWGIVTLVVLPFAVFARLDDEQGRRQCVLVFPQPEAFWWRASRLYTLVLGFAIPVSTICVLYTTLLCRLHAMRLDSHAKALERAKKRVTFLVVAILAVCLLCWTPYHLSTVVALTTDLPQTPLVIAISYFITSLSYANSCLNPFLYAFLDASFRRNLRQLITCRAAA
V1R ag counter: agonists of human V1a receptor, primary screen, counter-screen for OXTR agonist project, fluorescence, CHO-V1R cells. activation, % at 3 µM. 320,000 compounds, 0.25% hits. Fluo-8 calcium fluorescence, agonist mode; 0% DMSO, 100% 3 nM vasopressin. AID 2797, 2010;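 active = activation above the mean activation of all tested compounds plus 3 SD, per screening run, cut at about 20% in these data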;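 also: signal is peak over basal fluorescence ratio across a 100 second FLIPR read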
M1 PAM parental: nonselective calcium activators in parental CHO-K1 cells, primary screen, counter-screen for M1 PAM project, cell-based, Fluo-8 calcium fluorescence, full deck, 1536-well; ATP EC20; 0% at ATP EC20, 100% at ATP max; AID 602247, 2012; activation, % at 3 µM; 360,000 compounds, 0.02% hits;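 active = activation above the run cutoff, the mean activation of all test compounds plus 3 SD, cut at about 40% in these data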;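 also: peak over basal fluorescence ratio in a 140 s read after ATP addition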
TAAR1 antagonist: human TAAR1 antagonists, primary screen, Fluo-8 calcium fluorescence, CHO RD-HGA16 cells | 360,000 compounds, 1.5% hits | antagonist | inhibition, % at 3 µM | Trace amine-associated receptor 1 (Homo sapiens), Q96RJ0;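 active = inhibition above a per-plate cutoff, the mean inhibition of test compounds on that plate plus 3 SD, cut at about 49% in these data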;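 also: 0% = DMSO plus EC80 beta-PEA response and 100% = DMSO alone without agonist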
Target sequence (Q96RJ0 whole entry, looked up): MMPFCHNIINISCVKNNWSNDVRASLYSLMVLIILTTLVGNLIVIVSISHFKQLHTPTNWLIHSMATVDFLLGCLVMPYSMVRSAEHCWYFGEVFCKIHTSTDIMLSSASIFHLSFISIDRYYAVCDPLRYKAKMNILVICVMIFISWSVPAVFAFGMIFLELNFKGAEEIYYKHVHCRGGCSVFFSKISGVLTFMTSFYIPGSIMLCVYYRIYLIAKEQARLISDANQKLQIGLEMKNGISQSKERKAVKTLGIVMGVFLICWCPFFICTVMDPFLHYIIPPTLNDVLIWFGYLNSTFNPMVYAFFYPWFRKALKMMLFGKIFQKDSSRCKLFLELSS
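Test system – hTAAR1-expressing CHO RD-HGA16 cells, Gα16-coupled · Also added – β-PEA at EC80 concentration, post-compound challenge · Compound – 3 µM, single point · Incubation – dye loading 75 min at 37 °C, then 30 min room temperature · Measured by – Fluo-8 intracellular calcium dye fluorescence, real-time kinetic reads · Benchmarks – vehicle and agonist controls · Replicates – singlicate, one well per test compound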
M1 ag parental: counter-screen for M1 agonists: effect in parental CHO-K1 cells; Fluo-8 calcium fluorescence; scaled to maximal ATP response, vehicle zero; activation, % at 3 µM; 360,000 compounds, 0.48% hits; in the data active = activation above about 15%;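 also: untransfected CHO-K1 host cells lacking M1 receptor as counterscreen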
OXTR potentiator: human OXTR potentiators, primary screen, fluorescence, CHO-OTR cells, Fluo-8 calcium. AID 2445, 2010. 320,000 compounds, 0.061% hits. activation, % at 3 µM. Fluo-8 calcium fluorescence, potentiator mode; 0% = oxytocin EC15, 100% = EC100. Oxytocin receptor (Homo sapiens), P30559;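 active = activation above that plate's cutoff, the mean activation of tested compounds plus 3 SD, cut at about 6.6% in these data, passing the limit was not always enough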;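 also: 100% uses oxytocin at 75 nM as the full agonist control; some results filed as inactive read as strong as hits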
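Assay system: CHO cell line stably expressing human OTR | Also added: Oxytocin at about EC15, sub-maximal agonist stimulus | Times: Compound 6 min at room temperature before oxytocin, 100 s read | Measured by: Fluo-8 intracellular calcium fluorescence, ex 470-495, em 515-575 nm | Controls: EC15 oxytocin alone as 0%, 75 nM oxytocin as 100%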
CHO-K1 Ca antag: M1 antagonist counterscreen hit in parental CHO-K1 cells; ATP-induced calcium, Fluo-8 fluorescence; inhibition, % at 3 µM; 360,000 compounds, 0.6% hits; AID 602250;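 active = inhibition above a per-plate cutoff, the plate's mean sample inhibition plus 3 SD, cut at about 24% in these data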;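 also: 0% = DMSO plus EC80 ATP and 100% = DMSO alone without ATP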
The depositor's hits bear a star.

What do the screens show for `O=C(CCn1c(=O)oc2ccccc21)Nc1ccc(N2CCOCC2)cc1`?
CHO parental Ca: 4; OXTR agonist: 0.6; GPR7 antagonist: -3; V1R ag counter: 0.8; M1 PAM parental: 11; TAAR1 antagonist: -7; M1 ag parental: 1.1; OXTR potentiator: -3; CHO-K1 Ca antag: 4

How did CCOc1ccc(S(=O)(=O)N2CCN(c3ccc(OC)cc3)CC2)c2cccnc12 do in these assays?
CHO parental Ca: -8; OXTR agonist: 5.5; GPR7 antagonist: 1; V1R ag counter: 6.8; M1 PAM parental: 3; TAAR1 antagonist: -11; M1 ag parental: 0.1; OXTR potentiator: -11; CHO-K1 Ca antag: 9

Results for CCOC(=O)C1=C(c2ccccc2)NC(SCC(N)=O)=C(C#N)C1c1cccnc1 (stereo unspecified) ?
CHO parental Ca: 6; OXTR agonist: -1.3; GPR7 antagonist: -8; V1R ag counter: -0.8; M1 PAM parental: 17; TAAR1 antagonist: -2; M1 ag parental: 0.4; OXTR potentiator: 7; CHO-K1 Ca antag: -4

How did O=c1c2ccccc2oc2cc(OCc3cccc(F)c3)cc(O)c12 do in these assays?
GPR7 antagonist: -3; M1 PAM parental: 10; TAAR1 antagonist: -1; M1 ag parental: 1.4; CHO-K1 Ca antag: -10

What do the screens show for `O=C(COc1ccc(Cl)cc1)Nc1cccc(S(=O)(=O)NC2=NCCCCC2)c1`?
CHO parental Ca: -17; OXTR agonist: 3.0; V1R ag counter: 6.3; M1 PAM parental: -6; TAAR1 antagonist: 22; M1 ag parental: 7.4; OXTR potentiator: -15; CHO-K1 Ca antag: -25

What do the screens show for `CC1(C)CC(=O)C2=C(C1)OC(c1ccc(O)cc1)C(C#N)=C2N` (stereo unspecified)?
CHO parental Ca: 7; OXTR agonist: -0.8; GPR7 antagonist: -3; V1R ag counter: -0.3; M1 PAM parental: 3; TAAR1 antagonist: 0; M1 ag parental: -0.4; OXTR potentiator: -2; CHO-K1 Ca antag: 1

How did COc1ccc(-c2nnc3n(CCc4ccccc4)c(=O)c4ccccc4n23)c(OC)c1 do in these assays?
CHO parental Ca: -9; OXTR agonist: -0.4; GPR7 antagonist: -7; V1R ag counter: -0.3; M1 PAM parental: 11; TAAR1 antagonist: -2; M1 ag parental: 2.4; OXTR potentiator: -3; CHO-K1 Ca antag: -5

How did O=C(CSc1c[nH]c2ccccc12)NCC1CCCO1 (stereo unspecified) do in these assays?
CHO parental Ca: -10; OXTR agonist: 1.1; GPR7 antagonist: 9; V1R ag counter: -0.3; M1 PAM parental: 1; TAAR1 antagonist: -32; M1 ag parental: 0.7; OXTR potentiator: -1; CHO-K1 Ca antag: -6

How did CC(C)c1nc(SCC(=O)Nc2cccc(C(F)(F)F)c2)c2c(=O)n(C)c(=O)n(C)c2n1 do in these assays?
CHO parental Ca: -24; OXTR agonist: -1.9; GPR7 antagonist: -9; V1R ag counter: -0.9; M1 PAM parental: 7; TAAR1 antagonist: -31; M1 ag parental: 3.3; OXTR potentiator: -6; CHO-K1 Ca antag: 5

How did CN1Cc2c(N3CCOCC3)nc3sc(C#N)c(N)c3c2CC1(C)C do in these assays?
CHO parental Ca: -29; OXTR agonist: 3.4; GPR7 antagonist: -12; V1R ag counter: 3.2; M1 PAM parental: 12; TAAR1 antagonist: -5; M1 ag parental: 0.1; OXTR potentiator: -4; CHO-K1 Ca antag: -10

What do the screens show for `CN1CCN(NC(=O)c2cccc(C(F)(F)F)c2)CC1`?
CHO parental Ca: 2; OXTR agonist: 0.7; GPR7 antagonist: -12; V1R ag counter: 0.4; M1 PAM parental: 1; TAAR1 antagonist: 3; M1 ag parental: 0.3; OXTR potentiator: -4; CHO-K1 Ca antag: 0

Results for Cc1cc(F)ccc1-c1cc(C(=O)NCc2ccco2)[nH]n1 ?
M1 PAM parental: 1; TAAR1 antagonist: -13; M1 ag parental: 0.4; CHO-K1 Ca antag: 4

Results for CC(C)=CCCC(C)NC(=O)NC1CCCCC1 (stereo unspecified) ?
CHO parental Ca: -24; OXTR agonist: -1.9; GPR7 antagonist: -6; V1R ag counter: -1.1; M1 PAM parental: -9; TAAR1 antagonist: -6; M1 ag parental: -0.4; OXTR potentiator: -3; CHO-K1 Ca antag: 25*

Results for O=C(c1ccc(-c2ccccc2Cl)o1)N1CCCC(C(F)(F)F)C1 (stereo unspecified) ?
CHO parental Ca: -16; OXTR agonist: -1.8; V1R ag counter: -0.9; M1 PAM parental: 12; TAAR1 antagonist: 1; M1 ag parental: -0.8; OXTR potentiator: -5; CHO-K1 Ca antag: -7

How did CN1CCCN(C(=O)CSc2ccccc2)CC1 do in these assays?
CHO parental Ca: -6; OXTR agonist: -0.1; GPR7 antagonist: -18; V1R ag counter: 0.4; M1 PAM parental: 3; TAAR1 antagonist: -6; M1 ag parental: 0.0; OXTR potentiator: 4; CHO-K1 Ca antag: 9

What do the screens show for `COc1ccc(-c2ccc(OC)c(OC)c2OC)c(OC)c1OC`?
M1 PAM parental: 4; TAAR1 antagonist: -6; M1 ag parental: -0.3; CHO-K1 Ca antag: -4

Results for COc1ccc(C(=O)/C=C/c2ccc(OC(=O)c3cc(OC)c(OC)c(OC)c3)cc2)cc1 ?
CHO parental Ca: -15; OXTR agonist: 1.0; GPR7 antagonist: 6; V1R ag counter: 0.6; M1 PAM parental: 21; TAAR1 antagonist: 45; M1 ag parental: 1.6; OXTR potentiator: 1; CHO-K1 Ca antag: -13

What do the screens show for `CCCCNCC(O)(c1ccc(Cl)cc1)c1ccc(Cl)cc1`?
CHO parental Ca: -22; OXTR agonist: 6.4; GPR7 antagonist: 27*; V1R ag counter: 4.8; M1 PAM parental: 9; TAAR1 antagonist: 5; M1 ag parental: 2.7; OXTR potentiator: -4; CHO-K1 Ca antag: 1

Results for CCOC(=O)/C(C#N)=C/c1c(N2CCN(c3ccccc3)CC2)nc2c(C)cccn2c1=O ?
GPR7 antagonist: -19; M1 PAM parental: 11; TAAR1 antagonist: -6; M1 ag parental: 0.2; CHO-K1 Ca antag: -2

What do the screens show for `O=C(Cc1ccccc1)N1CCCC1c1ccccc1` (stereo unspecified)?
CHO parental Ca: -3; OXTR agonist: -0.8; GPR7 antagonist: -4; V1R ag counter: -0.3; M1 PAM parental: 2; TAAR1 antagonist: -10; M1 ag parental: 0.0; OXTR potentiator: 0; CHO-K1 Ca antag: 2

Two records picked at random from the list so far, as already listed:
What do the screens show for `O=C(CCn1c(=O)oc2ccccc21)Nc1ccc(N2CCOCC2)cc1`?
CHO parental Ca: 4; OXTR agonist: 0.6; GPR7 antagonist: -3; V1R ag counter: 0.8; M1 PAM parental: 11; TAAR1 antagonist: -7; M1 ag parental: 1.1; OXTR potentiator: -3; CHO-K1 Ca antag: 4

Results for CC(C)=CCCC(C)NC(=O)NC1CCCCC1 (stereo unspecified) ?
CHO parental Ca: -24; OXTR agonist: -1.9; GPR7 antagonist: -6; V1R ag counter: -1.1; M1 PAM parental: -9; TAAR1 antagonist: -6; M1 ag parental: -0.4; OXTR potentiator: -3; CHO-K1 Ca antag: 25*

(continued)
What do the screens show for `COc1ccc([C@H]2/C=C\CN(Cc3ccc(N(C)C)cc3)[C@@H](C)C(=O)N2Cc2ccc(F)cc2)cc1`?
CHO parental Ca: -22; OXTR agonist: -2.5; V1R ag counter: -1.0; M1 PAM parental: 23; TAAR1 antagonist: 16; M1 ag parental: 0.3; OXTR potentiator: -23; CHO-K1 Ca antag: -20

What do the screens show for `Cc1ccc(N2CCC(N3CCN(C)C(CCO)C3)CC2)cc1` (stereo unspecified)?
CHO parental Ca: -10; OXTR agonist: 0.8; GPR7 antagonist: -21; V1R ag counter: 0.1; M1 PAM parental: -17; TAAR1 antagonist: -15; M1 ag parental: 0.2; OXTR potentiator: -1; CHO-K1 Ca antag: 6

What do the screens show for `COCCCNC(=S)N1CCCC(c2nc3cc(C)c(C)cc3[nH]2)C1` (stereo unspecified)?
CHO parental Ca: -19; OXTR agonist: -2.0; GPR7 antagonist: -1; V1R ag counter: -1.4; M1 PAM parental: -2; TAAR1 antagonist: 1; M1 ag parental: -0.3; OXTR potentiator: 5; CHO-K1 Ca antag: -12

What do the screens show for `Oc1ccc(-c2nccc(-c3ccc(F)cc3)n2)cc1`?
CHO parental Ca: -3; OXTR agonist: -0.8; GPR7 antagonist: 13; V1R ag counter: 0.6; M1 PAM parental: -24; TAAR1 antagonist: -6; M1 ag parental: -1.4; OXTR potentiator: -5; CHO-K1 Ca antag: 6

How did COc1ccc(NC(=O)C(c2ccccc2)N2CCN(c3ccccn3)CC2)cc1Cl (stereo unspecified) do in these assays?
CHO parental Ca: -10; OXTR agonist: -1.9; GPR7 antagonist: -5; V1R ag counter: -0.2; M1 PAM parental: 7; TAAR1 antagonist: 4; M1 ag parental: -0.1; OXTR potentiator: 0; CHO-K1 Ca antag: 1

How did COc1ccc(NC(=O)N(C)C[C@H]2Oc3c(NC(=O)Nc4ccc5c(c4)OCO5)cccc3C(=O)N([C@H](C)CO)C[C@@H]2C)cc1 do in these assays?
CHO parental Ca: 8; OXTR agonist: 0.8; V1R ag counter: 1.1; M1 PAM parental: -14; TAAR1 antagonist: 49*; M1 ag parental: 3.1; OXTR potentiator: -2; CHO-K1 Ca antag: 4

What do the screens show for `O=C(CN1C(=O)CCSc2ccc(S(=O)(=O)N3CCCC3)cc21)NCc1ccccc1Cl`?
CHO parental Ca: -25; OXTR agonist: 0.4; GPR7 antagonist: -16; V1R ag counter: 1.0; M1 PAM parental: 14; TAAR1 antagonist: 2; M1 ag parental: 0.8; OXTR potentiator: 1; CHO-K1 Ca antag: -10

Results for O=C(NCc1ccccn1)c1nnc(Cc2ccc(Cl)cc2)o1 ?
CHO parental Ca: -3; OXTR agonist: 0.0; GPR7 antagonist: -7; V1R ag counter: 0.3; M1 PAM parental: -3; TAAR1 antagonist: -22; M1 ag parental: -0.2; OXTR potentiator: -5; CHO-K1 Ca antag: 1

How did Cn1cc(C(=O)N/N=C/c2c(O)ccc3ccccc23)ccc1=O do in these assays?
CHO parental Ca: -12; OXTR agonist: 1.8; GPR7 antagonist: -3; V1R ag counter: 1.1; M1 PAM parental: 9; TAAR1 antagonist: -14; M1 ag parental: 0.7; OXTR potentiator: -6; CHO-K1 Ca antag: -10
